Rac1 mut GTP: modulators of GTP binding to human Rac1 activated mutant | percent activity (GTP binding), % at 10 µM | P63000 | 190,000 compounds, 0.11% hits | AID 764 | GST-Rac1 activated beads, fluorescent GTP binding, flow cytometry; actives lie on both sides; 100% means binding = to untreated wells;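 active means GTP binding at least 20 percentage points away from the 100% baseline, in either direction, so actives lie on both sides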
Cdc42 wt: changes GTP binding to wildtype human Cdc42; P60953; GST-Cdc42 beads, Bodipy-GTP binding, flow cytometry; actives lie on both sides; percent activity (GTP binding), % at 10 µM; 190,000 compounds, 0.2% hits;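 active means percent activity GTP binding at least 20 points away from the 100% baseline, either down as inhibitor or up as activator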;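 further: median bead fluorescence of bound Bodipy-FL-GTP at 100 nM; 0% = excess unlabeled GTP control and 100% = no compound control; below 100% means less GTP binding so inhibitor and above means activator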
Target sequence (P60953 whole entry, looked up): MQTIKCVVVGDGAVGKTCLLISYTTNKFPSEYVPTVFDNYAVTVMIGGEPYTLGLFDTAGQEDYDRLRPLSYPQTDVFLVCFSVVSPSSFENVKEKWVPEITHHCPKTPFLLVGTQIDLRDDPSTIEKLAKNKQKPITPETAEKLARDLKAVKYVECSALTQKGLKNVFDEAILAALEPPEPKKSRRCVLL
Rab2A wt mod: changes GTP binding to wildtype dog Rab2A, up or down; AID 760; GTP binding activity, % at 10 µM; GST-Rab2 wt beads, Bodipy-GTP binding, flow cytometry; 190,000 compounds, 0.19% hits; P61105;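 active means GTP binding activity at least 20 points away from 100%, either lowered or raised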;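 further: 0% = beads with excess unlabeled GTP and 100% = no-compound control corrected for plate trend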
ABCG2 block: human ABCG2 inhibition, ABCB1 as counter-screen. inhibition, % at 6.6 µM. AID 1325. IgMXP3 cells, JC-1 efflux, flow cytometry. 190,000 compounds, 0.1% hits. Q9UNQ0;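 active means inhibition above 80%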;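 further: 0% = DMSO and 100% = nicardipine control wells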
Target sequence (Q9UNQ0 whole entry, looked up): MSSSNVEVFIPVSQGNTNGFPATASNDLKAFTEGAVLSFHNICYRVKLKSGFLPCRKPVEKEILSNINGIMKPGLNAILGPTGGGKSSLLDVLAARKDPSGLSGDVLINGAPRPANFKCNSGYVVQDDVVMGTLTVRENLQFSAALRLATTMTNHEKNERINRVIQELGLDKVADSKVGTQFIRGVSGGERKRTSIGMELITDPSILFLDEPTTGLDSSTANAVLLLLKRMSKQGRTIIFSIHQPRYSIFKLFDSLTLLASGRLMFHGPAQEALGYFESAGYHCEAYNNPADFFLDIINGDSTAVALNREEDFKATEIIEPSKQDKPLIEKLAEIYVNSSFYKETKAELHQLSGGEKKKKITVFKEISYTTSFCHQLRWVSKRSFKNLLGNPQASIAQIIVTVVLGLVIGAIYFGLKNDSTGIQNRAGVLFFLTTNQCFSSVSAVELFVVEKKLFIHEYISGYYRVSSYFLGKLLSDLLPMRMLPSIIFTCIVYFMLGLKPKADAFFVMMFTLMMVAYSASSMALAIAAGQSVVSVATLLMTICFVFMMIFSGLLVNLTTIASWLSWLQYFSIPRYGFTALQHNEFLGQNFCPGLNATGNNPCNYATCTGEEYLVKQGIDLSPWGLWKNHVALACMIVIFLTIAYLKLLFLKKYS
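Test system: ABCG2 IgMXP3 and barcoded ABCB1 CCRF-Adr cell mix; Schedule: cells with compound and JC-1, 10 min at 25 °C, rotating, no wash; Technique: flow cytometry of retained JC-1 fluorescence; Measure: % inhibition of efflux relative to nicardipine and DMSO; Controls: nicardipine high and DMSO low controls.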
Rab7 wt GTP bind: dog Rab7 wildtype GTP binding, inhibitors and activators; GST-Rab7 beads, fluorescent GTP binding, flow cytometry; actives lie on both sides; untreated = 100%, excess cold GTP = 0%; GTP binding activity (percent of control), % at 10 µM; 190,000 compounds, 0.055% hits;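 active means fluorescent GTP binding to Rab7 beads changed by at least 20 points from the 100% baseline, either direction, mostly lower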;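 further: median green fluorescence of bound Bodipy-FL-GTP per Rab7 bead population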
Pf gametocyte: kills late stage P. falciparum gametocytes | P. falciparum stage V gametocytes, ATP luminescence, 24 h | inhibition, % at 10.9 µM | 150,000 compounds, 0.065% hits | AID 743093;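 active means inhibition above the mean plus 3 SD of compounds within the control limits, set per campaign, cut at about 38% in these data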;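 further: 0% = DMSO wells and 100% = medium only without gametocytes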
GSH fluor: compound fluoresces at 488/530 nm on GSH beads. AID 1776. GSH beads flow cytometry, compound fluorescence 488/530 nm; stronger effect = higher value. 190,000 compounds, 0.25% hits. fluorescence (KMESF) at 10 µM; in the data active means fluorescence above about 89;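 further: glutathione beads carrying GST-tagged Bcl family fusion proteins plus one bare bead set; values are compound well signal with DMSO vehicle wells as background; inactives centre near 16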
Avidin bead fluor: avidin bead compound fluorescence profile; AID 1775; fluorescence (KMESF) at 10 µM; Avidin beads, compound fluorescence 488/530 nm, flow cytometry; stronger effect = higher value; 220,000 compounds, 0.38% hits; in the data active means fluorescence above about 47; further: inactives centre near 10
HRas wt GTP: human HRas wildtype GTP binding, change in either direction; P01112; GST-Ras wt beads, Bodipy-FL-GTP binding, flow cytometry; actives lie on both sides; GTP binding activity, % at 10 µM; 190,000 compounds, 0.14% hits; AID 759;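 active means GTP binding activity at least 20% away from the 100% baseline, either lowered as inhibitor or raised as activator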;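 further: 0% = unlabeled GTP competition control and 100% = no-compound control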
Target sequence (P01112 whole entry, looked up): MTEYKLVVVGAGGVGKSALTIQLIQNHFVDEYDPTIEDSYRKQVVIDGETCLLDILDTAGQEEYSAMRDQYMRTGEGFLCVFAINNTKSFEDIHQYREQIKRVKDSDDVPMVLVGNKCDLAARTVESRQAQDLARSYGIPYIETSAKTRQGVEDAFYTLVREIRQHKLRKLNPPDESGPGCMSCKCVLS
ABCB1 block: blocks JC-1 efflux by human ABCB1 transporter; inhibition, % at 6.6 µM; CCRF-Adr cells, flow cytometry; 190,000 compounds, 0.067% hits; P08183; AID 1326; in the data active means inhibition above about 40%;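 further: 0% = vehicle and 100% = reference inhibitor; higher value means more JC-1 retained so stronger ABCB1 efflux block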
Rac1 wt GTP bind: human Rac1 wildtype GTP binding, inhibitors and activators | P63000 | GST-Rac1 beads, fluorescent GTP binding, flow cytometry; actives lie on both sides; 0 = cold GTP competed, 100 = untreated | GTP binding activity (% of control), % at 10 µM | 190,000 compounds, 0.27% hits;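 active means GTP binding activity at least 20 points away from the 100% control level, either lower or higher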
The depositor's hits bear a star; · = not tested or not shown.

structure | Rac1 mut GTP | Cdc42 wt | Rab2A wt mod | ABCG2 block | Rab7 wt GTP bind | Pf gametocyte | GSH fluor | Avidin bead fluor | HRas wt GTP | ABCB1 block | Rac1 wt GTP bind
CCOc1ccc(C(=O)CN2CCN(S(=O)(=O)c3ccc(Cl)cc3)CC2)cc1 | 98.0 | 100.0 | 101.0 | 1.6 | 104.0 | -20.9 | 18 | 9 | 102.0 | 0.7 | 101.0
O=C(O)CCCCCn1c(O)c(C=C2N=c3ccccc3=N2)sc1=S | 96.0 | 98.0 | 97.0 | -4.2 | 100.0 | · | 10 | 3 | 99.0 | -0.9 | 99.0
CC(=O)N1CCN(c2ccc([N+](=O)[O-])c(NCC3CCCO3)c2)CC1 (stereo not given) | 99.0 | 101.0 | 102.0 | 5.6 | 98.0 | · | 17 | 10 | 101.0 | 0.8 | 105.0
CCC(=O)c1c[nH]c(C(=O)NCCc2ccccn2)c1 | 101.0 | 99.0 | 101.0 | 2.0 | 99.0 | 10.2 | 40 | 6 | 101.0 | 0.4 | 102.0
Cc1ccccc1N/N=C1\CCCNC1=O | 96.0 | 98.0 | 95.0 | 1.1 | 96.0 | 6.5 | 11 | 35 | 98.0 | 0.1 | 96.0
COc1cc(-c2nnc(COc3ccc4cc(Br)ccc4c3)o2)cc(OC)c1OC | 87.0 | 86.0 | 85.0 | -0.1 | 91.0 | -10.7 | 16 | 17 | 88.0 | 0.3 | 87.0
COc1ccccc1OCC(=O)Nc1ccc(Cl)cc1 | 100.0 | 102.0 | 101.0 | 14.6 | 98.0 | 5.8 | 11 | 21 | 103.0 | 0.8 | 103.0
Cc1onc(-c2c(Cl)cccc2Cl)c1C(=O)NCc1ccco1 | 96.0 | 96.0 | 101.0 | 1.6 | 99.0 | 2.8 | 9 | 13 | 97.0 | 0.6 | 100.0
CCCc1nnc(NC(=O)CCC(=O)NC2CCCc3ccccc32)s1 (stereo not given) | 100.0 | 100.0 | 104.0 | -2.6 | 99.0 | -1.0 | 14 | 7 | 100.0 | -0.7 | 102.0
Cc1cc(C(=O)NCCCN2CCN(C3CCCCC3)CC2)n(-c2ccccc2)n1 | 96.0 | 99.0 | 101.0 | -0.1 | 102.0 | · | 25 | 7 | 100.0 | 0.1 | 95.0
CN1C(=O)c2cccc3c(S(=O)(=O)NCc4ccco4)ccc1c23 | 98.0 | 100.0 | 97.0 | 6.5 | 102.0 | · | 24 | 12 | 100.0 | 1.2 | 100.0
CC(C)C(C)NC(=O)COc1ccc(Sc2ccc(OCC(=O)NC(C)C(C)C)cc2)cc1 (stereo not given) | 99.0 | 100.0 | 97.0 | 8.9 | 96.0 | 2.3 | 14 | 11 | 99.0 | 1.3 | 101.0
O=C(Cc1ccc(Cl)cc1)Nc1ncc([N+](=O)[O-])s1 | 91.0 | 89.0 | 90.0 | 1.4 | 95.0 | 18.9 | 20 | 18 | 92.0 | 0.4 | 89.0
O=C(CCC(=O)c1ccc(Br)cc1)Nc1cccc(C(F)(F)F)c1 | 87.0 | 91.0 | 88.0 | 2.4 | 92.0 | · | 30 | 11 | 92.0 | 0.5 | 87.0
COc1cccc2[nH]c3c(Cl)ncnc3c12 | 100.0 | 101.0 | 96.0 | 70.9 | 97.0 | -20.8 | 10 | 20 | 100.0 | 0.8 | 100.0
Cn1c(=O)c2c(nc(Cl)n2Cc2ccc(Cl)c(Cl)c2)n(C)c1=O | 95.0 | 99.0 | 94.0 | 4.4 | 97.0 | 14.3 | 14 | 11 | 95.0 | 0.7 | 97.0
Cc1ccc(N2C(=O)CC(N3CCN(c4ccccn4)CC3)C2=O)cc1 (stereo not given) | 100.0 | 103.0 | 100.0 | 0.0 | 98.0 | -1.8 | 9 | 9 | 100.0 | 0.6 | 103.0
COc1ccc(C(OC(=O)c2ccco2)C(=O)NCc2ccc(C)cc2)cc1 (stereo not given) | 102.0 | 109.0 | 105.0 | 1.5 | 105.0 | · | 12 | 40 | 106.0 | 0.4 | 112.0
Cn1cc(C(=O)c2ccc(Cl)cc2)cc1-c1nc2ccccc2n1C | 98.0 | 102.0 | 99.0 | 43.2 | 98.0 | 2.7 | 36 | 10 | 101.0 | 3.2 | 102.0
CCNc1nc(CSc2ccccc2)nc2sc(C)c(C)c12 | 98.0 | 94.0 | 95.0 | 13.2 | 93.0 | 8.6 | 11 | 13 | 95.0 | 0.5 | 97.0
Cc1nnc(SCc2cc(=O)[nH]c(/N=C(\N)Nc3ccccc3Sc3ccccc3)n2)s1 | 95.0 | 97.0 | 97.0 | 4.9 | 96.0 | -7.6 | 14 | 13 | 96.0 | 7.3 | 101.0
COc1ccc(CCn2c(=S)[nH]c3ccc(N4CCOCC4)cc3c2=O)cc1OC | 97.0 | 102.0 | 99.0 | -1.2 | 98.0 | 23.1 | 12 | 11 | 98.0 | 0.0 | 100.0
Cc1cnc(NC(=O)C(C)N2C(=O)C3CC=CCC3C2=O)s1 (stereo not given) | 102.0 | 108.0 | 106.0 | 1.1 | 98.0 | 1.2 | 24 | 13 | 107.0 | 0.7 | 102.0
NS(=O)(=O)c1ccc(NCc2cc(Cl)ccc2OCc2ccc(F)cc2)cc1 | 102.0 | 98.0 | 102.0 | 4.5 | 98.0 | 15.5 | 10 | 15 | 101.0 | 0.2 | 100.0
Cc1cc(/C=C2/C(=N)N3C(=NC2=O)SN=C3S(C)(=O)=O)c(C)n1-c1ccccc1F | 91.0 | 89.0 | 95.0 | -1.6 | 89.0 | 11.7 | 12 | 8 | 92.0 | -0.4 | 92.0
C=CCOc1ccc(C2C(C#N)=C(N)N(Nc3ccccc3)C3=C2C(=O)CC(C)(C)C3)cc1OC (stereo not given) | 97.0 | 100.0 | 98.0 | 3.5 | 97.0 | · | 17 | 35 | 98.0 | 1.3 | 96.0
COc1ccc2c(c1)C(C)CC(C)(C)N2C(=O)NC1CCCCC1 (stereo not given) | 97.0 | 98.0 | 98.0 | 2.8 | 96.0 | -3.4 | 22 | 6 | 97.0 | 0.9 | 102.0
COCCOC(=O)c1cc(C(=O)c2cc(F)ccc2O)coc1=N | 100.0 | 103.0 | 101.0 | 16.2 | 102.0 | · | 26 | 35 | 101.0 | 1.0 | 103.0
CCN(CC)C(=O)C1=C(C)Nc2ncnn2C1c1cccnc1 (stereo not given) | 96.0 | 98.0 | 100.0 | 0.7 | 101.0 | 15.7 | 10 | 11 | 99.0 | 0.3 | 98.0
COc1cc(NS(=O)(=O)c2ccc(N/C=C(\C=O)c3nc4ccccc4o3)cc2)nc(OC)n1 | 90.0 | 96.0 | 90.0 | 2.4 | 96.0 | · | 20 | 7 | 93.0 | 1.0 | 94.0
COc1ccccc1-c1nc(SCC(=O)O)n[nH]1 | 95.0 | 100.0 | 99.0 | 8.2 | 97.0 | -2.5 | 24 | 10 | 100.0 | 2.7 | 97.0
COc1ccccc1OCCOC(=O)Nc1ccccc1 | 100.0 | 103.0 | 104.0 | 2.5 | 101.0 | -20.7 | 12 | 11 | 102.0 | 0.7 | 102.0
O=c1[nH]cnc2cc(Cl)ccc12 | 100.0 | 104.0 | 102.0 | 2.5 | 102.0 | -7.5 | 15 | 7 | 106.0 | 0.4 | 105.0
COc1ccc2cc(C(=O)NCCO)sc(=O)c2c1OC | 102.0 | 103.0 | 102.0 | 1.6 | 99.0 | 17.4 | 16 | 20 | 101.0 | 0.5 | 105.0
O=S(=O)([O-])C/C(=C\c1ccc(Cl)cc1)c1cc[n+](CCO)cc1 | 100.0 | 101.0 | 100.0 | 2.8 | 106.0 | -5.6 | 27 | 9 | 102.0 | 0.1 | 100.0
CCc1ccccc1NC(=S)N(CCCN(C)C)Cc1cc2cc3c(cc2[nH]c1=O)OCO3 | 96.0 | 97.0 | 98.0 | 1.1 | 99.0 | 5.5 | 14 | 11 | 98.0 | -0.1 | 99.0
Cc1cnc(-c2nnc(N(C)C(=O)C3CCOC3)s2)cn1 (stereo not given) | 100.0 | 101.0 | 100.0 | 1.1 | 101.0 | · | 18 | 6 | 100.0 | 0.2 | 101.0
Cn1c(=S)[nH]c2c(c1=O)C(C)(C)Cc1ccccc1-2 | 93.0 | 92.0 | 93.0 | -2.5 | 98.0 | · | 17 | 11 | 97.0 | -1.1 | 98.0
CC(=O)NCCC(=O)N1CCc2c([nH]c3ccccc23)C1c1cccc(Cl)c1 (stereo not given) | 93.0 | 91.0 | 96.0 | 0.6 | 99.0 | · | 8 | 5 | 94.0 | 0.0 | 92.0
Cc1ccc(NC(=O)CCN2CCN(C/C=C/c3ccccc3)CC2)cc1 | 97.0 | 98.0 | 98.0 | -0.7 | 96.0 | · | 24 | 2 | 98.0 | -0.2 | 101.0
CC(C)C(C)NC(=O)COc1ccc(-c2ccccc2)cc1 (stereo not given) | 94.0 | 96.0 | 97.0 | 8.9 | 97.0 | · | 25 | 12 | 98.0 | 0.3 | 95.0
CCCOc1ccc(C(=O)NCC(c2ccco2)N(C)C)cc1 (stereo not given) | 100.0 | 102.0 | 100.0 | 7.5 | 98.0 | -1.0 | 15 | 5 | 100.0 | -0.1 | 106.0
Clc1ccccc1-c1nc2ccccc2c2nc3ccccc3n12 | 96.0 | 98.0 | 95.0 | 8.7 | 96.0 | 5.2 | 16 | 21 | 97.0 | 2.7 | 98.0
O=C(NC(C(=O)c1ccccc1)N1CCCCC1)c1ccccc1 (stereo not given) | 98.0 | 98.0 | 98.0 | 0.6 | 98.0 | · | 42 | 5 | 100.0 | 0.2 | 96.0
Cn1c(-c2ccc3c(c2)OCO3)cnc1NCc1ccccc1 | 98.0 | 104.0 | 97.0 | 3.9 | 99.0 | -6.2 | 11 | 21 | 102.0 | 0.7 | 100.0
Cc1ccc(NC(=O)CSc2ccc3nnc(CCNC(=O)c4ccccc4)n3n2)c(C)c1 | 100.0 | 103.0 | 100.0 | 0.9 | 100.0 | · | 20 | 10 | 101.0 | 0.2 | 107.0
CCN1CCN(c2ccc(NC(=O)c3cnccn3)cc2)CC1 | 95.0 | 96.0 | 93.0 | 0.8 | 96.0 | · | 9 | 23 | 93.0 | -0.1 | 96.0
Fc1ccc2nc(Nc3nc4cc5c(cc4s3)OCO5)sc2c1 | 96.0 | 94.0 | 92.0 | -2.1 | 99.0 | 14.3 | 17 | 3 | 95.0 | -0.6 | 96.0
